# NCOA3 inh: inhibitors of human steroid receptor coactivator 3 (SRC3). 360,000 tested, 0.17% active. inhibition, % at 3.6 µM. Q9Y6Q9. HEK293 GAL4-SRC3 luciferase reporter, luminescence;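 active means inhibition above a per-campaign cutoff, the mean of all compounds plus 3 SD, cut at about 60% in these data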;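 further: 0% = DMSO-treated cells and 100% = gossypol-treated cells at 36 µM; higher means less SRC3-driven luciferase light from the GAL4 reporter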
# NR5A2 inv ag: inverse agonists of human LRH-1 (NR5A2). O00482. 360,000 tested, 0.13% active. inhibition, % at 3.6 µM. HEK293T StAR-luciferase reporter, LRH-1 transfected, 24 h;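 active means inhibition above the mean inhibition of all tested compounds plus 3 SD, cut at about 73% in these data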;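 further: 0% = DMSO wells and 100% = reporter-only cells lacking LRH-1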
# Target sequence (O00482 whole entry, looked up): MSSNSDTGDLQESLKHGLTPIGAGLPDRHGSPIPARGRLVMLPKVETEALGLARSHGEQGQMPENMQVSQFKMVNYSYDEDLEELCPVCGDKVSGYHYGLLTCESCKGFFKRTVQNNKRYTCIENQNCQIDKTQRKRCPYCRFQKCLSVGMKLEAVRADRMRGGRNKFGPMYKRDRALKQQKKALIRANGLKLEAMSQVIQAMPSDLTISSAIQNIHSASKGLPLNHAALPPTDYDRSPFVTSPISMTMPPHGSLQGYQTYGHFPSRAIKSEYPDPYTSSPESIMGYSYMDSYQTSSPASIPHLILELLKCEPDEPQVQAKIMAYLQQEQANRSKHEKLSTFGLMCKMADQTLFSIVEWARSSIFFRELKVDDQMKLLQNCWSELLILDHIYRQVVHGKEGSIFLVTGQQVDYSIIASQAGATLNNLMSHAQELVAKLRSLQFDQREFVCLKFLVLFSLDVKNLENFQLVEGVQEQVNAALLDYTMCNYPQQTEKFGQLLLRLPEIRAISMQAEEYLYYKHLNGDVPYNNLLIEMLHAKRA
# TRAIL sens C8: caspase-8 TRAIL sensitization | 360,000 tested, 1% active | NB7+C8 cells + TRAIL, ATPlite viability luminescence | inhibition (viability loss, TRAIL sensitization), % at 10 µM;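 active means compounds causing at least 50% loss of cell viability in the single-dose screen, relative to plate controls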
# TROY signal inh: blocks TROY-dependent signaling in reporter cells; Q293 LMP1-TROYcd NF-kB luciferase reporter, 4 h; inhibition, % at 10 µM; 360,000 tested, 0.98% active;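 active means compounds whose plate-normalised and pattern-corrected inhibition of the luciferase reporter signal at the single screening dose is 50% or more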
# SRC2 inh: inhibits human steroid receptor coactivator 2; Q15596; HEK293 GAL4-SRC2 luciferase reporter, luminescence; inhibition, % at 9 µM; 370,000 tested, 0.17% active; AID 651957;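 active means inhibition above the mean inhibition of all tested compounds plus 3 SD, set per campaign, cut at about 52% in these data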;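 further: 0% = DMSO treated cells and 100% = cells given Gossypol at 36 µM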
# KKLEB cytotox: counter-screen for CF NF-kB inhibitors: cytotoxicity; KKLEB CF airway cells viability, ATPlite luminescence, overnight; active compounds read low; cells stimulated with P. aeruginosa culture filtrate; activity change (cytotoxicity), % at 5 µM; 360,000 tested, 0.36% active;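 active means corrected activity change at or below -50% at 5 µM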
# EBV LMP1 NFkB: reduces LMP1-driven NF-kappaB luciferase signal; inhibition, % at 12.5 µM; 350,000 tested, 0.69% active; LMP1-induced NF-kappaB luciferase reporter cells, luminescence; AID 504558; in the data active means inhibition above about 41%;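 further: 0% = neutral control wells and 100% = reference inhibitor control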
# SRC1 inh: inhibitors of human steroid receptor coactivator 1 (SRC1); Q15788; HEK293 GAL4-SRC1 luciferase reporter, luminescence; inhibition, % at 3.6 µM; 360,000 tested, 0.12% active; AID 588354;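 active means inhibition above the campaign mean plus 3 SD, with each screening campaign given its own cutoff, cut at about 60% in these data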;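 further: 0% = DMSO treated cells and 100% = gossypol at 36 µM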
# TWEAK Fn14 block: TWEAK-Fn14 signaling inhibition. TWEAK-stimulated Fn14 reporter cells, luciferase luminescence, 8 h. inhibition, % at 10 µM. 360,000 tested, 2% active. AID 1159606; in the data active means inhibition above about 50%
# NR2F2 inh: NR2F2 (human) inhibition, primary screen | P24468 | HEK293T NGFI-A luciferase reporter, luminescence | inhibition, % at 8.6 µM | 370,000 tested, 0.7% active | AID 686940;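 active means inhibition above a per-plate cutoff, mean inhibition of test wells between control levels plus 3 SD, cut at about 38% in these data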;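 further: cells cotransfected with COUP-TFII expression vector driving the NGFI-A reporter; 0% = median of COUP-TF2 test wells and 100% = reporter-only cells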
# CF NFkB inh: blocks PAF-induced NF-kB reporter in cystic fibrosis cells; KKLEB NF-kB-GFP reporter, GFP fluorescence overnight; inhibition, % at 5 µM; 360,000 tested, 0.86% active;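 active means at least 50% inhibition at 5 µM, scaled per plate between neutral and stimulator controls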;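 further: PAF is a Pseudomonas aeruginosa culture filtrate used as stimulus; plate controls were PAF-stimulated DMSO wells for no effect and unstimulated DMSO wells for full effect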
# Numbers without * were called inactive; nt = not tested or not shown.
SMILES	NCOA3 inh	NR5A2 inv ag	TRAIL sens C8	TROY signal inh	SRC2 inh	KKLEB cytotox	EBV LMP1 NFkB	SRC1 inh	TWEAK Fn14 block	NR2F2 inh	CF NFkB inh
COc1ccc(OCC(=O)N2CCc3ccccc3C2)cc1	-20	-6	3	-1	-9	3	8	-78	5	-3	3
COCC(C)NC(=O)c1cc(-c2ccc(O)cc2)on1 (centres undefined)	-36	-43	-1	-54	-36	6	-10	-38	-30	-29	-21
CN=C1C=C/C(=N/N=c2\ccn(O)cc2C)C=C1C	0	5	38	-43	-14	10	15	-23	4	-19	-40
O=C(Cn1c(=O)cnc2ccccc21)NNC(=O)c1ccc(Cl)cc1	-28	-5	-7	9	24	13	-10	-26	-1	2	2
O=C(OCC(=O)N1CCCCCC1)c1ccc(Br)c(S(=O)(=O)N2CCOCC2)c1	-3	-21	-3	-1	7	12	7	3	-4	3	-14
Cc1ccc(CN2CCN(c3ccccc3)CC2)o1	-6	14	-8	7	1	-6	0	-12	2	-7	-3
COCCCn1c(SCC(=O)NC(C)(C)C)nnc1-c1ccccc1	-27	-12	1	-11	-13	-6	-8	-14	7	-2	2
CCC(C)Sc1ccc([C@@H]2[C@H]3C(=O)N(CC)C(=O)[C@H]3[C@]3(C(=O)OC)CCCN23)cc1OC (some centres undefined)	-29	-8	0	17	6	-2	-4	-8	30	12	-29
O=C1NC[C@H](Cc2ccc(O)cc2)N(CCc2cccc(F)c2)C1=O	nt	14	-7	-2	-13	nt	nt	nt	23	12	nt
COC(=O)CNC(=O)CSc1nnc(C)c(=O)[nH]1	4	12	-36	-5	14	-10	-7	-4	-13	-6	-28
COC(=O)C1=CNC=C(C(=O)OC)C1c1cccc(OC)c1	-6	-5	3	14	-4	11	11	-85	-6	-9	-1
Cc1ccc(Cn2c(SCC(=O)N/N=C/c3ccc(C)o3)nc3ccccc32)cc1	-36	-31	-8	-16	-2	9	5	-21	2	9	-4
CCCCCn1nc(C(=O)OCC(=O)c2c(N)n(C)c(=O)n(C)c2=O)c2ccccc2c1=O	12	15	0	16	-15	-6	0	-13	8	-2	-2
N#Cc1ccccc1NC(=O)COC(=O)c1c[nH]c2ccccc12	3	-5	0	-8	-4	1	-2	-17	-12	5	5
O=c1oc2ccccc2n1CCc1ccccc1	-9	3	11	-8	-34	3	-11	1	-24	0	-14
O=C(c1sccc1-c1ccccc1)N1CCN(S(=O)(=O)c2ccccc2F)CC1	0	21	4	14	20	-4	-12	-3	-8	10	2
C[C@@H]1CN([C@@H](C)CO)C(=O)c2cc(C#Cc3ccccc3)cnc2O[C@H]1CN(C)C(=O)c1ccccc1F	-12	-6	-1	-6	-28	-9	0	11	1	8	2
Cc1cc(Cl)ccc1OCC(=O)NNC(=O)c1cccs1	-7	-13	-2	-16	5	-2	-5	10	-21	0	-20
Nc1nc(N2CCCCC2)nc(N2CCCCC2)n1	12	7	-10	nt	-5	-8	-3	-1	5	9	4
COc1ccc(CN2CCC(C(N)=O)CC2)cc1OCc1ccccc1	-2	1	-2	17	2	-7	7	11	3	-1	5

# New compounds follow
SMILES	NCOA3 inh	NR5A2 inv ag	TRAIL sens C8	TROY signal inh	SRC2 inh	KKLEB cytotox	EBV LMP1 NFkB	SRC1 inh	TWEAK Fn14 block	NR2F2 inh	CF NFkB inh
Cc1[nH]c(=O)[nH]c(=O)c1/C=C/C(=O)O	3	11	6	13	1	-2	3	-5	13	0	4
COc1ccc(OC)c(Nc2ncnc3ccc(Br)cc23)c1	16	12	-5	18	-8	-24	2	3	36	17	54*
O=C(Nc1ccc(Cl)cc1)OCc1cc(-c2ccccc2)on1	-6	-27	-14	-55	-9	-4	-13	-6	-39	-7	0
Cc1nc2ccccc2c2nc(NC(=O)C(F)(F)F)nn12	-2	-5	24	22	-21	4	1	-23	8	-8	-10
O=C(/C(=C(\[O-])c1ccccc1)[n+]1ccc2ccccc2c1)c1ccccc1	13	-7	3	1	-15	0	-11	-12	6	12	-8
O=C(CCC(=O)Nc1ccccc1Cl)N/N=C/c1c[nH]c2ccccc12	8	-1	-9	-12	12	3	-7	-2	4	19	1
COc1ccc(-n2ccc(-c3nn(-c4cccc(C(F)(F)F)c4)ccc3=O)n2)cc1	-10	1	-14	9	-15	2	3	12	-20	7	0
CCO[C@H]1OC(C(=O)N2CCOCC2)=C[C@@H](c2ccc(C(F)(F)F)cc2)[C@@H]1CCCO	4	-3	-18	0	-2	10	4	-12	-13	12	-9
COc1ccc(NC(=O)CSc2nc(O)cc(=O)n2-c2ccc(OC)cc2)cc1	-6	-8	5	-4	-7	10	-8	-5	22	1	9
O=C(O)CCn1c(=O)n(CCC(=O)O)c(=O)n(CCC(=O)O)c1=O	16	7	6	12	-2	-3	-4	-32	24	2	-2
COc1ccc(OC)c2[nH]c(C(=O)N3CCC(C(=O)O)CC3)cc12	-14	1	-6	-1	-3	8	-2	-1	-11	11	2
c1ccc(SCCCCNC2CCCC2)cc1	-12	-14	5	-9	5	-1	-60	9	15	9	-1
COc1ccc(Br)cc1/C=N/N1CCN(Cc2ccccc2Cl)CC1	1	18	-16	-13	1	-4	-2	-12	-3	10	12
Cc1nnc(SC(C)C(=O)Nc2c(C)n(C)n(-c3ccccc3)c2=O)n1N (centres undefined)	12	18	-3	5	27	6	0	0	4	16	-4
COC(=O)c1ccc(Cn2c(C)c(C(=O)NCc3ccc([N+](=O)[O-])cc3)sc2=O)o1	-12	12	-2	-1	-24	-4	nt	-4	-12	17	-17
COc1ccc(C(=O)NCc2ccc(F)cc2)cc1S(=O)(=O)N1CCCC1	-4	-1	4	1	13	-4	1	1	-1	13	10
COc1cccc(N=NC2C(=O)N(C(N)=S)N=C2C)c1 (centres undefined)	-30	-60	0	-68	-50	5	-12	-55	-40	-46	-4
O=C(C[C@@H]1C/C=C\CC[C@H](Cc2ccc(F)cc2)C(=O)OC[C@@H]2CCCN2C1=O)NCCO	1	18	-3	-11	13	4	3	-11	-2	-2	-4
CCOC(=O)c1c(NC(=O)/C=C/C(=O)O)sc(C)c1-c1ccc(Cl)cc1	12	41	-1	-3	-8	-20	-12	-4	37	0	-1
CC1(C)C(=O)Nc2ccccc2N1C(=O)COC(=O)C12CC3CC(CC(O)(C3)C1)C2	10	-2	19	-9	10	-6	-7	7	14	14	3

# New compounds follow:
SMILES	NCOA3 inh	NR5A2 inv ag	TRAIL sens C8	TROY signal inh	SRC2 inh	KKLEB cytotox	EBV LMP1 NFkB	SRC1 inh	TWEAK Fn14 block	NR2F2 inh	CF NFkB inh
CCCCNC(=O)N1CCN(C(=O)C2CCCO2)CC1 (centres undefined)	9	8	0	3	-44	2	-5	-85	30	-2	2
O=C(COC(=O)CNC(=O)c1ccccc1)Nc1ccc(S(=O)(=O)N2CCOCC2)cc1	10	-3	-4	0	-9	-4	2	6	-3	12	19
CCOc1ccc(/C=N/NC(=O)C(=O)NCc2ccco2)cc1	-11	9	3	-26	-4	-7	5	-19	-16	1	11
CCN(CC(=O)NCc1ccc(F)cc1)C(=O)COc1ccccc1[N+](=O)[O-]	2	-11	-4	7	17	-1	-8	3	12	-4	4
Cc1nn(Cc2ccccc2)c(C)c1C(=O)NCCN1C(=O)S/C(=C\c2ccccc2)C1=O	5	3	-7	-14	4	0	4	-9	4	5	5
COc1ccc(C(C#N)=Cc2ccc(OC)c(OC)c2)cc1	-25	-47	-7	-42	-45	9	-11	-11	-50	-23	3
Cn1c(=O)c2cc(S(=O)(=O)NC(C(=O)NC3CCCCC3)c3ccccc3)ccc2n(C)c1=O (centres undefined)	-18	14	4	5	-12	-5	6	-5	24	11	-3
CC(C)C(=O)NC(NC(=S)NC1CCS(=O)(=O)C1)C(Cl)(Cl)Cl (centres undefined)	6	-27	-1	2	-12	4	-1	5	25	8	-16
CN1CCN(c2nc3c(c(=O)n(C)c(=O)n3C)n2Cc2ccc(Cl)cc2)CC1	-7	15	5	-6	-2	4	32	-15	25	13	-12
Nc1c(C(=O)O)sc2nc(-c3ccccc3)cc(-c3ccc(F)cc3)c12	11	-7	0	14	-6	11	0	14	15	2	-28
CCN(C(=O)COC(=O)/C=C/c1ccco1)C1CCCCC1	-13	-21	-6	-2	-10	8	-4	3	9	-1	-6
COc1ccc(/C=N/NC(=O)CN2CCSCC2)c(OC)c1	10	2	-2	-13	12	24	-14	-21	-18	1	-6
O=C(CN1C(=O)/C(=C2/SC(=S)N(CCS(=O)(=O)O)C2=O)c2ccccc21)Nc1cccc(C(F)(F)F)c1	-2	-2	3	-20	-24	-10	-15	-16	6	2	-27
O=S1(=O)N[C@@H](Cc2ccccc2)COc2cc(N3CC[C@H](O)C3)ccc21	nt	28	1	8	18	nt	nt	nt	14	9	nt
Cc1cc(C)nc(SC2CC(=O)N(c3ccc(C)c(C)c3)C2=O)n1 (centres undefined)	1	13	18	-9	-32	1	-11	-41	20	-1	-5

# Screening results (PubChem BioAssay)
